Screening data (PubChem BioAssay)
NOD1 inhibition – inhibition of NOD1-driven NF-kB reporter – cell-based, luminescence, uHTS, primary screen (AID 1578); actives 1% (n = 290,000); inhibition, % at 4 µM, or EC50 in µM where a hit was titrated; NOD1-driven NF-kB luciferase reporter cells, luminescence; higher % means a stronger effect; in the data active = inhibition mostly above about 36%, no sharp cut-off; inactive = mostly below about 34%;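 note: HEK-293T reporter cells stimulated with the NOD1 agonist gamma-tri-DAP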
human PMI inhibition – MPI enzyme activity inhibition – biochemical, fluorescence intensity, coupled assay, primary screen (AID 1209) | purified PMI enzyme, coupled fluorescence intensity; higher % means a stronger effect | inhibition, % at 20 µM; hits with a dose series show IC50 in µM | actives 0.42% (n = 190,000);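 note: plate controls were DMSO vehicle for no effect and wells lacking substrate for full effect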
KOR beta-arrestin-1 – kappa opioid receptor blockers – cell-based, luminescence, uHTS (AID 1778). KOR beta-arrestin recruitment, luminescence, antagonist mode; higher % means a stronger effect. inhibition, % at 10 µM, or IC50 in µM where a hit was titrated. actives 0.091% (n = 290,000); note: strong numbers were not always called active
KOR beta-arrestin-2 – KOR agonists, beta-arrestin recruitment, primary screen, cell-based, luminescence, uHTS (AID 1777); activation, % at 10 µM, or EC50 in µM where a hit was titrated; actives 0.02% (n = 280,000); KOR beta-arrestin recruitment, luminescence; higher % means a stronger effect; in the data active = activation above about 50%, passing the limit was not always enough; note: a part of the inactive calls stands beside numbers as strong as those of hits
LYP phosphatase – PTPN22 lymphoid phosphatase activity blockers – biochemical, fluorescence intensity, uHTS (AID 1779) | recombinant LYP phosphatase, fluorescence intensity; higher % means a stronger effect | inhibition, % at 11.5 µM, or IC50 in µM where a hit was titrated | actives 0.054% (n = 290,000);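 note: plate controls were vehicle with enzyme for no effect and no enzyme for full effect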
human PMI inhibitors – MPI inhibition at elevated mannose 6-phosphate – biochemical, fluorescence intensity, high mannose 6-phosphate, primary screen (AID 1220). recombinant PMI enzyme, coupled fluorescence intensity; higher % means a stronger effect. inhibition, % at 20 µM; hits with a dose series show IC50 in µM. actives 0.66% (n = 190,000)
HEK293 NOD2/NF-kB – NOD2 signaling inhibitors, cell-based, luminescence, uHTS, HEK293 (AID 1566); HEK293 NOD2/NF-kB luciferase reporter, luminescence; higher % means a stronger effect; one-dose inhibition, % at 4 µM; EC50 in µM for titrated hits; actives 0.63% (n = 290,000); note: many of its hits are not listed in these tables
TNAP activation fold – human TNAP enzyme activators, primary screen, biochemical, luminescent, no phosphate acceptor, uHTS (AID 1001); actives 0.03% (n = 200,000); activation fold at 20 µM; hits with a dose series show EC50 in µM; purified TNAP, luminescent activation assay, no phosphate acceptor; higher activation fold means a stronger effect; in the data active = activation fold from about 3, or a potency from the dose series; inactive = the rest, 99 in 100 with activation fold below about 1.6; note: many of its hits are not listed in these tables
XIAP antagonists – small molecules displacing peptide from XIAP – biochemical, IAP family, fluorescence polarization (AID 1018). XIAP BIR domain, fluorescence polarization peptide displacement; higher % means a stronger effect. displacement, % at 20 µM, or IC50 in µM where a hit was titrated. actives 0.007% (n = 200,000); in the data active = displacement above about 50%; note: a part of the inactive calls stands beside numbers as strong as those of hits
* hit, by the source's call; . = not tested or not shown; [ ] = another dose, or the depositor's remark. Cut-off read from the data, not from the text of the source, unless noted: active = inhibition above about 50%; inactive = the rest. Only part of the results is shown. The share of hits here may be higher or lower than overall.

SMILES	NOD1 inhibition	human PMI inhibition	KOR beta-arrestin-1	KOR beta-arrestin-2	LYP phosphatase	human PMI inhibitors	HEK293 NOD2/NF-kB	TNAP activation fold	XIAP antagonists
Cc1ccc2nc(N3CCN(C)CC3)c(C#N)cc2c1	24%	-1%	2%	2.2%	-7%	2%	11%	1.2	-2.5%
CCCCCOc1ccc(NC(=O)C2OC3OC(C)(C)OC3C3OC(C)(C)OC23)cc1 (configuration not stated)	8%	-1%	-3%	-3.1%	-11%	-8%	12%	1.1	0.7%
CC(=O)Nc1ccc(C(=O)CSc2nnc3scc(-c4ccccc4)n23)cc1	-8%	-10%	-1%	-3.9%	0%	-2%	13%	1.1	-18%
Cc1cccc(C(=O)O/N=C(\N)c2ccc(Cl)cc2)c1	-8%	.	16%	-1.0%	-3%	.	-21%	.	.
Cc1cccc(CNC(=O)C2CCC(=O)N(C3CC3)C2)c1 (configuration not stated)	-13%	.	28%	-2.4%	-9%	.	2%	.	.
Oc1ccccc1N1CCN(c2ncnc3scc(-c4ccc(F)cc4)c23)CC1	31%	.	-58%	4.0%	5%	.	-35%	.	.
CC1CCCCC1NC(=O)C1CCN(S(=O)(=O)c2ccc3c(c2)CCC(=O)N3)CC1 (configuration not stated)	-18%	-4%	1%	7.4%	-1%	-14%	-6%	1.1	-3.7%
Cc1cc(C)c2nc(/N=C(\N)NC(=O)Nc3ccccc3)nc(C)c2c1	-4%	9%	-5%	-0.7%	-8%	7%	20%	1.1	0.3%
CCc1nn(CC(=O)NCCc2ccc(OC)cc2OC)c(=O)c2cc3occc3n12	-52%	.	-24%	2.2%	-5%	.	8%	.	.
CCOC(=O)c1cc(-c2c(Cl)cccc2Cl)no1	0%	.	30%	1.6%	-11%	.	4%	.	.
COc1ccc(CN(Cc2ccc(C(=O)O)cc2)C(=S)Nc2ccccc2Cl)cc1OC	0%	8%	-14%	1.6%	-4%	10%	18%	1.1	-11%
CCCOc1ccc(CC2CCC(=O)NC2=O)cc1 (configuration not stated)	-12%	0%	19%	-2.1%	-1%	-8%	-1%	0.8	-3.8%
COc1ccc(CNC(=O)CN(Cc2ccco2)C(=O)CNS(=O)(=O)c2ccc(C)cc2)cc1	-22%	.	-1%	-1.3%	-10%	.	9%	.	.
COc1ccc(OC)c(-c2cc(C(=O)NC3CCCC3)c3ccccc3n2)c1	-45%	.	-16%	4.7%	-2%	.	-2%	.	.
COc1ccccc1N1CCN(C(CNS(C)(=O)=O)c2cccnc2)CC1 (configuration not stated)	-23%	-8%	3%	-6.2%	-7%	-4%	14%	1.1	-2.8%
CC(C)OC(=O)CSc1nnc(-c2cnccn2)n1C	-19%	-6%	-31%	6.5%	-7%	-12%	-8%	1.1	-7.0%
COc1ccc(CCN(C)C(=O)c2ccc(COc3ccccc3)o2)cc1OC	-16%	.	-10%	2.8%	-15%	.	11%	.	.
Cc1ccc(C=C2C(=O)c3ccccc3C2=O)s1	10%	8%	-7%	-3.1%	-6%	0%	-5%	0.9	-4.7%
COc1cccc(CN(C)C(=O)CCc2nnc(-c3ccsc3)o2)c1	-28%	3%	-24%[20 µM]	.	-8%	4%	-33%	1	-8.0%
CC(C)c1ccc(NC(=O)COc2ccc(S(=O)(=O)N3CCOCC3)cc2)cc1	0%	-2%	-16%	-2.0%	-8%	-2%	15%	1.1	-2.0%
CCOC(=O)C(NC(C)=O)C(OC(C)=O)c1cccc(N(CCO)CCO)c1 (configuration not stated)	0%	-4%	-43%	3.5%	-1%	1%	-2%	1.1	-5.9%
COc1ccc(N(CC(=O)NCCC2=CCCCC2)S(=O)(=O)c2ccccc2)cc1OC	-5%	4%	-25%[20 µM]	-3.9%	0%	5%	-1%	1.1	-9.4%
Cc1onc(-c2ccccc2)c1C(=O)Nc1nncs1	-16%	.	-25%	3.3%	-10%	.	-3%	.	.
Oc1c(C(c2ccco2)N2CCOCC2)sc2ncnn12 (configuration not stated)	-1%	27%	-18%	-1.6%	-10%	2%	17%	1.1	-8.3%
Cn1cccc1/C=N/NC(N)=S	-14%	-15%	-13%[20 µM]	-3.9%	-1%	-6%	5%	1.1	-3.8%
Cc1nc(Oc2ccc(Cl)cc2)c2oc3ccccc3c2n1	20%	1%	1%	3.0%	8%	-6%	10%	1.1	-4.2%
COc1ccc(NC(=O)COC(=O)c2ccc(F)cc2F)cc1	-38%	-4%	-2%	-6.0%	-4%	5%	2%	1.1	-1.6%
Cc1ccc(N(CC(=O)NCCSCc2ccco2)S(=O)(=O)c2ccc(F)cc2)cc1	-29%	23%	3%	-3.3%	-4%	18%	8%	1.1	-5.4%
O=C(Nc1ccc(S(=O)(=O)NCc2ccccc2)cc1)Nc1ccc2c(c1)OCO2	-48%	8%	47%	1.2%	0%	9%	-62%	1.1	-8.5%
CN(c1ccccc1)C1CCCCC1NS(=O)(=O)c1ccc(Cl)cc1 (configuration not stated)	5%	10%	12%	1.8%	-3%	3%	20%	1.2	-10%
FC(F)(F)c1nnc2ccc(N3CCN(c4ccccc4)CC3)nn12	-24%	1%	2%	2.4%	-4%	9%	-5%	1	-16%
O=C(NC1CCS(=O)(=O)C1)C1C2CC3CC(C2)CC1C3 (configuration not stated)	-12%	-2%	-13%	2.8%	-3%	3%	18%	1	-7.5%
Cc1nn(C)c(Cl)c1CN1CCCC(CO)(Cc2cccc(Cl)c2)C1 (configuration not stated)	-4%	-1%	-20%[20 µM]	.	-8%	1%	3%	1.1	-9.3%
CCOc1ccc(C(=O)Nn2cnnc2)cc1OCC	-1%	.	12%	0.8%	-3%	.	-11%	.	.
CCNC(=O)c1ccc(C2SCC(=O)N2CCc2ccccc2)cc1 (configuration not stated)	-20%	-11%	-21%	4.9%	1%	-10%	0%	1	-5.7%
COC(=O)CC1C(=O)NCCN1C(=O)CSc1nnc(Nc2ccc(OC)cc2)s1 (configuration not stated)	-13%	16%	-9%	3.1%	-5%	9%	6%	1	-6.5%
CCCc1cc(C(=O)Nc2ccn(Cc3ccc(C)cc3)n2)no1	1%	.	19%	-0.2%	-1%	.	5%	.	.
O=C(Nc1ccccc1)Nc1ccccc1NS(=O)(=O)c1cccs1	0%	8%	-4%	2.6%	-2%	14%	14%	1.1	0.1%
O=C(NCc1ccco1)c1cnc2n(c1=O)CCS2	-17%	-3%	1%	-4.4%	1%	1%	7%	1	0.3%
COC(=O)c1cc(S(=O)(=O)N2CCN(c3ccc(F)cc3)CC2)cn1C	-16%	.	-2%	-0.1%	-1%	.	8%	.	.
Cc1oc2ccc(OC(=O)N3CCOCC3)cc2c1C(=O)OC(C)C	12%	9%	9%	3.3%	-4%	17%	31%	1	-4.1%
CCC1SC2=NC(C)=C(C(=O)OC)C(c3ccc(C)cc3)N2C1=O (configuration not stated)	13%	24%	-28%	2.2%	0%	22%	11%	1.1	0.0%
Cc1cc(C)nc(NC(=O)c2ccc(Cl)cc2)n1	-17%	-4%	19%	-2.5%	-4%	0%	-3%	1	-9.3%
O=C(COC(=O)/C=C/c1ccccc1)Nc1cccc(Oc2ccccc2)c1	-27%	17%	0%	6.7%	5%	9%	4%	1.1	-7.0%
COc1ccccc1CNC(=O)C(C)n1nc(C)c2c(C)n(-c3ccccc3)nc2c1=O (configuration not stated)	2%	.	-2%	-2.1%	0%	.	3%	.	.
COc1ccc(-c2nnn(CC(=O)N(CCN3CCOCC3)C(C(=O)NC3CCCC3)c3ccco3)n2)cc1 (configuration not stated)	-24%	3%	-10%	-4.0%	2%	-10%	-4%	1.2	-6.9%
COC(=O)c1ccsc1NC(=O)CCc1ccccc1	-59%	.	-39%	1.9%	4%	.	-10%	.	.
CC1(C)CC2(CC(C)(C)NC(=O)N2)NC(=O)N1	-13%	-1%	-42%	-2.8%	3%	-5%	3%	1.1	-3.9%
COc1ccccc1OCC(=O)Nc1ccc2c(c1)n(C)c(=O)n2C	-19%	-7%	-16%	3.3%	-4%	-1%	-9%	1.1	-7.2%
Cc1ccc(S(=O)(=O)n2c3ccc(Cl)cc3c3nc(C)sc32)cc1	-8%	14%	-24%	-1.7%	8%	3%	2%	1.1	-6.6%
Next results
SMILES	NOD1 inhibition	human PMI inhibition	KOR beta-arrestin-1	KOR beta-arrestin-2	LYP phosphatase	human PMI inhibitors	HEK293 NOD2/NF-kB	TNAP activation fold	XIAP antagonists
COc1ccc([C@H]2Oc3cc(O)cc(O)c3C(=O)C2[C@@H]2C(=O)c3c(O)cc(O)cc3O[C@@H]2c2ccc(OC)cc2)cc1 (some centres not stated)	6%	.	.	1.6%	-1%	.	-102%	.	.
O=C(Nc1nc2c(s1)CCCC2)c1ccc2ncsc2c1	-38%	11%	26%	-0.8%	-1%	13%	-92%	1.1	-1.1%
CCOc1nc2cnccc2n(CC(=O)Nc2cccc(C)c2)c1=O	-34%	.	-3%	-3.3%	-7%	.	-11%	.	.
N#Cc1cc2c(nc1S(=O)(=O)Cc1ccccc1)CCCC2	-16%	-12%	-23%	4.6%	-3%	-14%	-11%	1	-8.7%
COc1ccc(/C=N/n2cc(-c3ccc(OC)cc3)nc2N)cc1	.	24%	3%	-1.7%	5%	21%	7%	0.9	-5.6%
COc1ccc2cc(C#N)c(N3CCOCC3)nc2c1	3%	.	-17%	6.4%	-8%	.	-2%	.	.
O=c1[nH]c2cc3c(cc2cc1CN(Cc1nnnn1CC1CCCO1)C1CCCCC1)OCO3 (configuration not stated)	-25%	14%	12%	2.5%	1%	6%	-11%	1	-6.1%
CCN1CCN(C(=O)c2sc3ncnc(N4CCc5ccccc5C4)c3c2C)CC1	-18%	2%	-34%	0.8%	-4%	0%	4%	1.1	6.7%
C[C@H]1CC[C@@]2(O[C@@H](CCO)C[C@@H](O)[C@@H]2O)O1	-17%	2%	-8%	-2.2%	-10%	4%	11%	1.1	-4.5%
COc1cccc(-c2nnc(SCc3ccc(C#N)cc3)n2Cc2ccco2)c1	-3%	1%	-2%	1.2%	-2%	2%	7%	1.1	-7.6%

Another view of eight compounds above:
Compound,NOD1 inhibition,human PMI inhibition,KOR beta-arrestin-1,KOR beta-arrestin-2,LYP phosphatase,human PMI inhibitors,HEK293 NOD2/NF-kB,TNAP activation fold,XIAP antagonists
O=C(Nc1nc2c(s1)CCCC2)c1ccc2ncsc2c1,-38%,11%,26%,-0.8%,-1%,13%,-92%,1.1,-1.1%
CCOc1nc2cnccc2n(CC(=O)Nc2cccc(C)c2)c1=O,-34%,.,-3%,-3.3%,-7%,.,-11%,.,.
N#Cc1cc2c(nc1S(=O)(=O)Cc1ccccc1)CCCC2,-16%,-12%,-23%,4.6%,-3%,-14%,-11%,1,-8.7%
COc1ccc(/C=N/n2cc(-c3ccc(OC)cc3)nc2N)cc1,.,24%,3%,-1.7%,5%,21%,7%,0.9,-5.6%
COc1ccc2cc(C#N)c(N3CCOCC3)nc2c1,3%,.,-17%,6.4%,-8%,.,-2%,.,.
O=c1[nH]c2cc3c(cc2cc1CN(Cc1nnnn1CC1CCCO1)C1CCCCC1)OCO3 (configuration not stated),-25%,14%,12%,2.5%,1%,6%,-11%,1,-6.1%
CCN1CCN(C(=O)c2sc3ncnc(N4CCc5ccccc5C4)c3c2C)CC1,-18%,2%,-34%,0.8%,-4%,0%,4%,1.1,6.7%
C[C@H]1CC[C@@]2(O[C@@H](CCO)C[C@@H](O)[C@@H]2O)O1,-17%,2%,-8%,-2.2%,-10%,4%,11%,1.1,-4.5%
